Screens (PubChem BioAssay)
TR SRC2 fluor cs – alters Texas Red total fluorescence, flagging assay interference | hit rate 0.29% among 280,000 | AID 1479 | TRb/SRC2 Texas Red total fluorescence interference | Potency, µM (titrated, usually from 106 µM), without a hit: at the top dose fluorescence change, negative = quenching; active = well fitted curve in either direction with a large enough effect; inconclusive = small, poorly fitted or top-dose-only effect
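Human TRb ligand-binding domain at 0.6 uM with 20 nM Texas Red SRC2 peptide in Tris buffer containing 1 uM T3 and 5% DMSO, incubated with compound 5 h at ambient temperature. Total fluorescence (555/632 nm) calculated as parallel + 2 × perpendicular.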
Tau fibril FP – inhibitors of human tau fibril formation | hit rate 0.39% among 280,000 | P10636 | Potency, µM (doses to about 57.7 µM), inactives show top-dose activity, negative = inhibition, actives largely listed as inhibitors | K18 P301L tau heparin fibrillization, Alexa594 FP, 6 h; note: nearly all actives have a fitted effect of over 55% in size
Target sequence (P10636 561-689 P618L limits assumed): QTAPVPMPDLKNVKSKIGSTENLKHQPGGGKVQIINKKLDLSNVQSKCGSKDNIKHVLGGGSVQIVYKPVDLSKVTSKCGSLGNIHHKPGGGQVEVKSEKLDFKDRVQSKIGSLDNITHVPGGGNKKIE
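K18 P301L tau (15 uM unlabeled/0.24 uM Alexa 594-labeled, final) + compound + heparin 20 uM final; 100 mM NaOAc pH 7; 6 hr 37 C; ThT 30 uM final added, 1 hr RT; FP ex 555/em 632 nm.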
RECQ1 helicase – blocks DNA unwinding by human RECQ1. hit rate 0.54% among 240,000. P46063. Potency, µM (highest dose often 57.3 µM), for inactives: top-dose activity, negative = inhibition, usual class: inhibitors. RECQ1 DNA unwinding, red fluorescence kinetic read;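 note: plate controls were vehicle for no effect and no enzyme for full effect; nearly all actives have a fitted effect of over 30% in size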
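50 nM RECQ1T1 preincubated 15 min with compound in Tris pH 8.0 buffer with MgCl2, DTT, Tween-20 and 2.5 ug/ml poly(dI-dC); started with 200 nM TAMRA/BHQ-2 forked duplex and 2 mM ATP. Unwinding read as fluorescence (525/598 nm), two reads 2 h apart.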
TRb SRC2 PPI – TRbeta-SRC2 interaction inhibition | TRbeta-SRC2 peptide binding, fluorescence polarization; receptor liganded with 1 µM T3 | AID 1469 | Potency, µM (titrated, usually from 106 µM), for inactives: at the highest dose activity change, negative = inhibition, most hits filed as inhibitors | hit rate 0.065% among 280,000;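 note: plate controls were bound peptide for no effect and peptide without receptor for full effect; nearly all actives have a fitted effect of over 50% in size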
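Decrease in fluorescence polarization of 20 nM Texas Red SRC2 coactivator peptide flagged inhibition of its binding to 0.6 uM TRb LBD; 1 uM T3 included, incubation 5 hr, ex 555/em 632 nm.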
Tau fibril ThT – tau fibrillization inhibition (ThT binding). P10636. recombinant tau K18 P301L (four-repeat tau fragment), heparin-induced fibrillization, ThT fluorescence. Potency, µM (series often up to 57.4 µM), for the others: at the highest dose activity, negative = inhibition, actives largely listed as inhibitors. hit rate 2.1% among 270,000; note: nearly all actives have a fitted effect of over 55% in size
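Tau K18 P301L fragment (15 uM unlabeled plus 0.24 uM Alexa 594-labeled) in 100 mM sodium acetate pH 7 with compound, fibrillization induced by 20 uM heparin for 6 hr at 37 C. Thioflavin T (30 uM) added, fluorescence read after 1 hr (ex 450, em 510 nm).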
KDM4E inh – JMJD2E (human) inhibition; AID 2147; JMJD2E catalytic domain, FDH-coupled NADH fluorescence (FDH is formaldehyde dehydrogenase); hit rate 1.6% among 230,000; Potency, µM (doses to about 57.1 µM), inactives show at the highest dose activity change, negative = inhibition, usual class: inhibitors; B2RXH2; active = well fitted inhibition curve with a large enough effect, not every such curve was filed as active; inconclusive = small, poorly fitted or top-dose-only effect, or another doubt; inactive = no such curve, though single readings can be large or run the other way;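 note: 0% = wells with enzyme and -100% = buffer wells without enzyme; nearly all actives have a fitted effect of over 50% in size; many of its hits are not listed in these tables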
Target sequence (B2RXH2 1-337 limits assumed): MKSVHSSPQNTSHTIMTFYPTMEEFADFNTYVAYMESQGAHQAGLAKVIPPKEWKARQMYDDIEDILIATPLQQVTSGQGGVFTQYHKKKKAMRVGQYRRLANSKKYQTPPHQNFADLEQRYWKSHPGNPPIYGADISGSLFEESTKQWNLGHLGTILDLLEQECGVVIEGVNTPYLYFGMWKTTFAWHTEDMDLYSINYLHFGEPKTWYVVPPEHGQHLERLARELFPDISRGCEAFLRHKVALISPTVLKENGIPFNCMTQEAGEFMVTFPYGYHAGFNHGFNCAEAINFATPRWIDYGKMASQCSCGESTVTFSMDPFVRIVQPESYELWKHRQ
L3MBTL1 block – blocks human L3MBTL1; AID 485360; hit rate 0.66% among 230,000; Q9Y468; Potency, µM (titrated, usually from 57.1 µM), without a hit: at the top dose activity, negative = inhibition, actives largely listed as inhibitors; AlphaScreen L3MBTL1–H3K9me1 peptide binding; note: nearly all actives have a fitted effect of over 60% in size
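Displacement of a biotinylated histone H3(1-15) peptide monomethylated at Lys9 (75 nM) from L3MBTL1 (50 nM) was measured by AlphaScreen after a 30 min room-temperature compound incubation; cefsulodin titration served as intraplate control.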
RGS12 GoLoco inh – RGS12 GoLoco-Gai1 interaction inhibition; P63096; Gai1:RGS12 GoLoco peptide FP, rhodamine, 10 min; Potency, µM (series often up to 61.6 µM), inactives show at the highest dose activity, negative = inhibition, most hits filed as inhibitors; hit rate 0.44% among 230,000; active = well fitted inhibition curve with a large enough effect, not every such curve was filed as active; inactive = no such curve, though single readings can be large or run the other way; note: nearly all actives have a fitted effect of over 30% in size; many of its hits are not listed in these tables
Target sequence (P63096 whole entry, looked up): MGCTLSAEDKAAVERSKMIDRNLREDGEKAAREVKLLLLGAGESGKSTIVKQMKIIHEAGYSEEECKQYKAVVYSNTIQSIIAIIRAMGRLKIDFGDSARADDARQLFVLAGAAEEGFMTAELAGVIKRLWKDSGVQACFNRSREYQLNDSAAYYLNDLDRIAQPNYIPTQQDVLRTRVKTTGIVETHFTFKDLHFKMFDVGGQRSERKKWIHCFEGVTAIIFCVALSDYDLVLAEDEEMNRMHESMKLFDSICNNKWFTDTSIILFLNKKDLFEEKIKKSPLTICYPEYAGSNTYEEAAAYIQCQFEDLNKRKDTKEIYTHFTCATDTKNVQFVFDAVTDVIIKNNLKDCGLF
* marks the source's active call; other numbers are inactive results; i = inactive; ? = inconclusive; . = no result given; [ ] = dose if it differs, or a comment. Unless noted, calls come from the whole dose curve; as a rule, active = well fitted curve in the direction sought with a large enough effect; inconclusive = small, poorly fitted or top-dose-only effect, or another doubt; inactive = no such curve, though single readings can be large; an effect the other way counts as inactive or inconclusive. Unless noted, % is set by controls: 0 for no effect and ±100 for the full control effect; potency is the fitted concentration of half-maximal effect. Some of the compounds tested; count on the stated rates, not on these rows.

SMILES	TR SRC2 fluor cs	Tau fibril FP	RECQ1 helicase	TRb SRC2 PPI	Tau fibril ThT	KDM4E inh	L3MBTL1 block	RGS12 GoLoco inh
COC(=O)/C(=C\C(=O)c1ccccc1)Nc1ccc(OC)cc1	1%	-3%	-5%	-1%	?	?	-22%	3%
CCCCn1c(-c2csc(C(C)C)c2)n[nH]c1=S	0%	6%	-1%	-8%	-18%	-13%	-4%	15%
COc1ncnc2sc3c(c12)CCCC3	-1%	1%	-2%	-16%	-1%	-1%	0%	8%
NC(=O)c1ccccc1OCC(=O)NS(=O)(=O)c1ccc(Cl)cc1	-4%	1%	-14%	-6%	-7%	0%	.	-8%
Nc1nc(-c2cc(Cl)cc(Cl)c2OC(F)F)cs1	-4%	1%	-14%	-1%	2%	7%	3%	7%
COc1cc2c(cc1OC)CN(C(=O)NS(=O)(=O)c1ccc(C)cc1)CC2	-1%	-4%	-4%	6%	2%	2%	-1%	-7%
CC(=O)Nc1ccc(CN2CCN(Cc3ccc(F)c(F)c3)C(CCO)C2)cc1 (stereo not given)	-3%	-2%	0%	-1%	1%	1%	6%	2%
Cc1ccc(/C(N)=N/OC(=O)Cc2ccccc2)cc1	-2%	0%	-4%	-3%	-4%	4%	63%[activator]	8%
Cc1nc(NC(=O)CSc2nc3cccnc3n2Cc2ccccc2)sc1C	-4%	-6%	-1%	0%	?	4%	.	15%
Cc1nn(-c2ccccc2)c(C)c1NC(=O)CCl	-22%	9%	-2%	9%	-6%	-6%	8%	-4%
CCOc1ccc(N2CC(NC(=O)Cc3ccccc3)CC2=O)cc1 (stereo not given)	0%	-5%	.	2%	-11%	.	.	.
COC(=O)c1c(NC(=O)COC(=O)c2ccc(NC(=O)CC#N)cc2)sc2c1CCCCC2	1%	-1%	i	-3%	-14%	5µM*	?	130%[activator]
COc1ccc(C2CC(c3ccccc3)=NN2C(=O)COC(=O)COc2ccccc2)cc1 (stereo not given)	-1%	-3%	-12%	-1%	-8%	?	0%[11.4 µM]	8%
Cc1cnc2cc([N+](=O)[O-])ccc2n1	-4%	9%	1%	-7%	-14%	21%	0%	12%
COc1ccc(C(=O)/C=C/c2cn(CC(O)CN3CCN(C)CC3)c3ccccc23)cc1OC (stereo not given)	-1%	4%	-7%	4%	?	1%	-20%	6%

Brought forward from above: 3 entries; new compounds follow.
SMILES	TR SRC2 fluor cs	Tau fibril FP	RECQ1 helicase	TRb SRC2 PPI	Tau fibril ThT	KDM4E inh	L3MBTL1 block	RGS12 GoLoco inh
COc1ccc(C2CC(c3ccccc3)=NN2C(=O)COC(=O)COc2ccccc2)cc1 (stereo not given)	-1%	-3%	-12%	-1%	-8%	?	0%[11.4 µM]	8%
Cc1cnc2cc([N+](=O)[O-])ccc2n1	-4%	9%	1%	-7%	-14%	21%	0%	12%
COc1ccc(C(=O)/C=C/c2cn(CC(O)CN3CCN(C)CC3)c3ccccc23)cc1OC (stereo not given)	-1%	4%	-7%	4%	?	1%	-20%	6%
CC(C)CC(NC(N)=O)C(=O)OCC(=O)Nc1ccc(OC(F)F)cc1 (stereo not given)	-2%	2%	-14%	10%	-7%	11%	-3%	164%[activator]
Cc1ccc(S(=O)(=O)/N=C/c2ccc(N(C)C)cc2)cc1	-1%	-6%	3%	-10%	0%	-20%	8%	2%
CCC(=O)N1c2ccccc2CC1C(=O)NCc1ccccc1Cl (stereo not given)	-1%	1%	.	7%	6%	.	.	.
Cc1ccc2nc(SCc3nnc(-c4ccccc4)o3)[nH]c2c1	-5%	-12%	i	-7%	-10%	-2%	5%	7%
Cc1cc(C)cc(-n2ccnc2SCC(=O)Nc2nc3ccccc3s2)c1	-5%	-9%	.	8%	6%	.	.	.
O=C(c1ccccc1)C1CN(c2ccccc2)CC1c1ccc(Cl)cc1 (stereo not given)	-1%	2%	?	-2%	-9%	1%	-2%	10%
O=C1Nc2ccccc2S/C1=C/NCc1ccccc1Cl	-1%	-6%	-12%	0%	?	0%	9%	5%
CC(=O)N1CCCc2cc(S(=O)(=O)N3CCCC(C(=O)Nc4ccc(C)c(C)c4)C3)ccc21 (stereo not given)	-27%	-5%	.	1%	-7%	.	.	.
COC(=O)c1ccc(Nc2nc(C)cc(=O)[nH]2)cc1	-1%	6%	-4%	-2%	-18%	-1%	.	9%
Cc1ccc(C(=O)C2=C(O)C(=O)N(Cc3ccccc3)C2c2cccnc2)o1 (stereo not given)	2%	1%	-1%	-17%	-6%	1%	-3%	4%
Cc1ccc(S(=O)(=O)N2CCN(CC(=O)N/N=C/C=C/c3ccccc3)CC2)cc1	-6%	-11%	-6%	-3%	-15%	-3%	-6%	7%
CCCCCC(=O)NNC(=S)NC(=O)c1cccc([N+](=O)[O-])c1	-3%	-6%	-1%	-5%	-7%	-4%	-4%	-32%
Cc1cc2c(n1-c1ccc(C(=O)NCc3ccccc3Cl)cc1)CCCC2	5%	?	.	3%	?	.	.	.
O=C(Cc1ccc(S(=O)(=O)N2CCCCC2)s1)Nc1ccc(F)cc1F	-1%	-7%	-15%	-1%	-3%	2%	-3%	12%
Cc1cccc(OCc2nnc(SCC(=O)Nc3ncc(C)s3)o2)c1	0%	1%	-7%	-9%	?	11%	17%	12%
CSc1ccc(CNC(=O)Cc2csc3ccccc23)cc1	-2%	-8%	.	0%	1%	.	.	.
Cc1ccc(NC(=O)COC(=O)Cn2cnc3ccccc32)cc1S(=O)(=O)N(C)C	-1%	-3%	-2%	-2%	-2%	3%	-1%	-10%
CC1Cc2cc(S(=O)(=O)CCC(=O)Nc3ccccc3F)ccc2N1C(=O)C1CC1 (stereo not given)	-1%	-1%	.	-2%	5%	.	.	.
O=C(Nc1nc(-c2ccc(Cl)s2)cs1)c1ccncc1	0%	-3%	i	4%	0%	2%	-4%	.
COc1ccc(CCNS(=O)(=O)c2ccc3c(c2)CCN3C(=O)C2CC2)cc1OC	-3%	-5%	-11%	-10%	-9%	-1%	-1%	11%
Cc1ccccc1NC(=O)CSc1nnc(-c2ccoc2C)n1CCc1ccccc1	1%	2%	-12%	3%	-10%	0%	-9%	6%
CC(C)(C)n1nnnc1C(c1cccnc1)N1CCN(c2ccccc2)CC1 (stereo not given)	-3%	0%	3%	2%	-2%	10%	-3%	14%
CCc1ccc(NC2CC(=O)N(CCc3ccc(OC)c(OC)c3)C2=O)cc1 (stereo not given)	-6%	11%	-12%	-5%	-10%	?	-8%	-3%
CC1CC(OC(=O)C(O)c2ccccc2)CC(C)(C)C1 (stereo not given)	1%	3%	i	9%	-5%	.	.	15%
COC(=O)c1ccccc1NC(=O)/C=C/C(=O)O	-4%	-1%	-1%	5%	-11%	-4%	1%	6%
CCCC(=O)NC1C2CC3CC(C2)CC1C3 (stereo not given)	3%	-3%	i	-17%	1%	-3%	?	-4%
CC(C)Cc1nc(SCC(=O)Nc2ccc(S(N)(=O)=O)cc2)n[nH]1	1%	-2%	-12%	7%	-9%	-9%	.	2%
CCc1ccc(-c2cc(C)no2)cc1S(=O)(=O)Nc1ccc(C)cn1	-1%	-4%	.	9%	-12%	.	.	.
Cc1ccc(C2=NN3C(C(=O)c4ccccc4)Oc4ccccc4C3C2)cc1 (stereo not given)	5%	-4%	-2%	0%	-15%	-8%	-8%	16%
O=C(/C=C/c1cccs1)Nc1cccnc1	1%	-8%	i	-1%	-8%	?	2%	19%
O=c1[nH]c(N/N=C/c2ccccc2)nc2ccccc12	-3%	-3%	-5%	8%	?	?	7%	-10%
COc1ccc(NC(=O)c2ccco2)cc1NC(=O)c1cc(Br)ccc1Cl	-3%	-15%	.	5%	4%	.	.	.
COC(=O)c1ccc(NC(c2ccc(Cl)cc2)P(=O)(OC)OC)cc1 (stereo not given)	-3%	-4%	-13%	-5%	1%	-1%	-16%	-9%
O=C(Nc1ccccc1)C1=C(N2CCOCC2)/C(=C/c2cccnc2)CC1	3%	3%	10%	1%	?	?	.	2%
Cc1cc(C(=O)CSc2nc3ccc(Cl)cc3[nH]2)c(C)n1C	0%	3%	-5%	-5%	?	-17%	-12%	31%[activator]
CSc1ccc(CCNC(=O)C(C)n2nc(C)c3sc4ccccc4c3c2=O)cc1 (stereo not given)	0%	0%	.	1%	?	.	.	.
CCc1nnc(NC(=O)C(=O)c2cc(C)n(-c3ccccc3)c2C)s1	0%	-4%	.	1%	-13%	.	.	.
CC(C)N(Cc1nc(-c2ccc(Cl)cc2)no1)C(=O)CN(C)S(=O)(=O)c1ccc(Cl)cc1	0%	-3%	2%	-15%	-12%	-6%	.	0%
Cc1ccnc(N2CCN(C(=O)CSc3nc4ccccc4nc3N3CCC(C)CC3)CC2)c1	-1%	-3%	i	-5%	-19%	?	.	11%
Cc1ccc(Nc2nnc(SCC(=O)NC3CCS(=O)(=O)C3)s2)c(C)c1 (stereo not given)	0%	7%	-4%	0%	0%	1%	3%	-1%
Cc1ccc(NC(=O)c2c(C)oc3ccc(O)c(CN(C)Cc4ccccc4)c23)c(C)c1	3%	3%	.	-3%	-15%	.	.	.
COCCNC(=O)C(c1ccc(Cl)cc1)N(C(=O)CCC(=O)Nc1ccccn1)C1CCCC1 (stereo not given)	0%	1%	-2%	-1%	3%	1%	4%	-2%
O=[N+]([O-])c1cc(CN2CCOCC2)c2cccnc2c1O	-2%	-8%	-8%	10%	6%	4%	1.3µM*	-25%
COc1ccc(CCNS(=O)(=O)c2c(C)nc3sccn3c2=O)cc1OC	-3%	-2%	.	-4%	0%	.	.	.
CC(C)N1C(=O)c2ccc(C(=O)O)cc2C1=O	-3%	1%	3%	-1%	-10%	-4%	-7%[11.4 µM]	9%
Cc1cccc(C)c1NC(=O)c1cccc2c1-c1ccccc1C2=O	2%	-1%	-16%	1%	-2%	2%	6%	-9%
CC(=O)c1ccc(NC(=O)c2noc(C(C)C)c2[N+](=O)[O-])cc1	-1%	-9%	i	-3%	?	-4%	.	-4%
CCn1c(CSc2nncn2-c2ccc(OC)cc2)nc2cc(S(=O)(=O)N(C)C)ccc21	-1%	12%	-10%	-5%	3%	5%	9%	-4%
